Source: PubChem (National Center for Advancing Translational Sciences (NCATS))
HepG2 tox: HepG2 cytotoxicity, counter-screen for TGF-b inhibitors. 410,000 tested, 0.76% active. HepG2 CAGA-GFP viability, ATP luminescence, 18 h. Potency, µM (titrated, usually from 46.1 µM), without a hit: at the highest dose activity change, negative = cytotoxicity, usual class: cytotoxic; note: potency is the fitted concentration of half-maximal effect; some results filed as inactive show a strong effect at the top dose
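HepG2 CAGA-GFP cells (1000/well, DMEM with 1% FBS) received compound, then TGF-beta at 500 pg/mL final, and were incubated 18 hours at 37 degrees C. Viability was read by CellTiter-Glo luminescence. Media-only wells were set as complete cell-killing and DMSO as no toxicity.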
IL-1B inflam inh: inhibitors of inflammasome signaling (IL-1 beta secretion) | activity change, % at 57.5 µM | 360,000 tested, 4.7% active | THP-1 LPS/ATP IL-1B secretion, AlphaLISA, 16 h; active compounds read low; in the data active = activity change below about -50%; inconclusive = mostly about -30% to -49%; note: % is set by controls: 0 for no effect and ±100 for the full control effect
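THP-1 cells pretreated 1 hr with compounds (up to 57.5 uM final), then stimulated with LPS (250 ng/mL final) plus ATP (1.25 mM final); secreted IL-1B measured by AlphaLISA after 16 hr, decreased signal indicating inhibition.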
HT1080-NT tox: kills 2HG-producing HT-1080-NT fibrosarcoma cells; AID 686970; HT-1080-NT fibrosarcoma viability, CellTiter-Glo ATP luminescence, 48 h; 360,000 tested, 1.6% active; Potency, µM (series often up to 46.1 µM), without a hit: top-dose activity, negative = less viability, usual class: cytotoxic;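 note: NT is the 2HG producing partner of a matched IDH1 knockdown line; potency is the fitted concentration of half-maximal effect; 0% = DMSO-treated cells and -100% = media-only wells without cells; nearly all actives have a fitted effect of over 55% in size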
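Toxicity toward the 2HG-producing NT line was scored as %Activity, normalised to DMSO and no-cell wells, from CellTiter-Glo luminescence after 48 hours' treatment.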
SW480 rerep: DNA re-replication induction in SW480 cells; SW480 DNA re-replication, Hoechst DNA content imaging, 48 h; Potency, µM (top dose mostly 46.1 µM), inactives show at the highest dose re-replication activation, most hits filed as activators; 340,000 tested, 1.8% active; note: potency is the fitted concentration of half-maximal effect; % of control where 0% means no effect; nearly all actives have a fitted effect of over 55% in size
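Hoechst fluorescence of nuclei (405 nm excitation, 500-530 nm emission) measured by plate-scanning imager after 48 hr compound exposure at 37 C; re-replication scored as increased number of nuclei with elevated intensity.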
S2 tox: viability counter-screen for ATXN expression inhibitors | 400,000 tested, 0.49% active | AID 651635 | S2 cells (HEK-293 line with an ATXN2-luciferase reporter) viability, CellTiter-Fluor protease fluorescence, 24 h | Potency, µM (titrated, usually from 56.7 µM), hits mostly cytotoxic; note: potency is the fitted concentration of half-maximal effect; nearly all actives have a fitted effect of over 40% in size
HT1080 IDH1KD tx: kills HT-1080 cells with IDH1 knockdown; HT-1080 IDH1 knockdown viability, ATP luminescence, 48 h; Potency, µM (top dose mostly 46.1 µM), without a hit: at the top dose activity, negative = toxicity, hits mostly cytotoxic; 360,000 tested, 2% active; AID 686971;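 note: potency is the fitted concentration of half-maximal effect; 0% = DMSO wells and -100% = cell-free medium wells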
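After a 2 h attachment period, IDH1KD HT-1080 cells took pin-transferred compound for 48 h at 37 °C; ATP-based luminescence after 10 min room-temperature reagent incubation reported viability.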
KB-3-1 cytotox: KB-3-1 parental cell cytotoxicity; KB-3-1 viability, CellTiter-Glo ATP luminescence, 72 h; Potency, µM (top dose mostly 46.1 µM), for inactives: at the top dose activity change, negative = cytotoxic, most hits filed as cytotoxic; 400,000 tested, 1.4% active; note: potency is the fitted concentration of half-maximal effect; % is set by controls: 0 for no effect and ±100 for the full control effect; nearly all actives have a fitted effect of over 60% in size
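Cytotoxicity measured as CellTiter-Glo luminescence after 72 h at 37 C. Compound titrations were pinned onto drug-naive KB-3-1 parental adenocarcinoma cells grown in DMEM with 10% FBS, and normalized data fitted to concentration-response curves.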
ATXN2 expr inh: reduces ATXN2 reporter expression in HEK-293 cells | HEK-293 ATXN2-luciferase reporter, luminescence, 24 h | Potency, µM (series often up to 57 µM), for the others: at the highest dose activity change, negative = inhibition, usual class: inhibitors | 360,000 tested, 0.72% active | AID 1745845; note: potency is the fitted concentration of half-maximal effect; % is set by controls: 0 for no effect and ±100 for the full control effect; nearly all actives have a fitted effect of over 55% in size
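ATXN2-luciferase reporter cells (luciferase flanked by upstream and downstream ATXN2 gene portions) were treated 24 h at 37 °C with compounds at up to 57 uM. SteadyGlo luminescence gave expression; GF-AFC fluorescence gave viability.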
MCF10A rerep: inducers of DNA re-replication in MCF 10A breast cells; MCF 10A DNA re-replication, Hoechst nuclear intensity, 48 h; Potency, µM (series often up to 46.1 µM), without a hit: top-dose activity, positive = re-replication, hits mostly activators; 350,000 tested, 2.9% active; note: potency is the fitted concentration of half-maximal effect; % of control where 0% means no effect; nearly all actives have a fitted effect of over 50% in size
The depositor's hits bear a star; i = inactive; u = inconclusive; x = not tested or not shown; & = joins results of further samples; [ ] = another dose, or the depositor's remark. Unless noted, calls come from the whole dose curve; as a rule, active = well fitted curve in the direction sought with a large enough effect; inconclusive = small, poorly fitted or top-dose-only effect, or another doubt; inactive = no such curve, though single readings can be large; an effect the other way counts as inactive or inconclusive.

SMILES	HepG2 tox	IL-1B inflam inh	HT1080-NT tox	SW480 rerep	S2 tox	HT1080 IDH1KD tx	KB-3-1 cytotox	ATXN2 expr inh	MCF10A rerep
C/C(CS(=O)(=O)c1ccc(Cl)cc1)=N/NC(N)=S	-2%	27	-2%	-5%	u	1%	-12%	0%	-5%
COc1ccc2cc(C(=O)NCc3ccccc3)c(=O)oc2c1	10%	3	9%	1%	i	3%	4%	x	8%
O=C(CSc1nc2c(oc3ccccc32)c(=O)n1CC1CCCO1)NCc1ccc(F)cc1 (stereo not given)	0%	16	1%	-5%	u	2%	27%	-15%	u
O=C1CN(S(=O)(=O)c2cccc(Br)c2)CCN1	-7%	-1	8%	0%	i	1%	-1%	8%	0%
COC(=O)C1CCN(CC(=O)N(C)c2c(N)n(Cc3ccccc3)c(=O)[nH]c2=O)CC1	6%	-6	3%	-12%	i	8%	0%	-2%	-3%
COc1cc(/C=N/O)ccc1Oc1ccc([N+](=O)[O-])cc1[N+](=O)[O-]	-8%	0	-23%	9%	i	-26%	-16%	-12%	u
Cc1cccc(CCNc2ncnc3onc(-c4ccc(Cl)cc4)c23)c1	-8%	x	x	x	i	x	-27%	1%	x
C/C(=N\NC(=O)c1c(-c2ccccc2Cl)noc1C)c1cccc(NC(=O)C(C)C)c1	-26%	-13	5%	-1%	i	12%	8%	11%	-5%
CCC(=O)c1ccc(OCC(O)CN(C)C2CCCCC2)cc1 (stereo not given)	-18%	8	-2%	-2%	i	1%[9.24 µM]	-11%	10%	1%
O=C(NNC(=O)C(c1ccccc1)c1ccccc1)c1ccccn1	-21%	-68*	u	4.1µM*	i	u	u	u	u

Reprinted at random: 4 entries already listed
SMILES	HepG2 tox	IL-1B inflam inh	HT1080-NT tox	SW480 rerep	S2 tox	HT1080 IDH1KD tx	KB-3-1 cytotox	ATXN2 expr inh	MCF10A rerep
C/C(=N\NC(=O)c1c(-c2ccccc2Cl)noc1C)c1cccc(NC(=O)C(C)C)c1	-26%	-13	5%	-1%	i	12%	8%	11%	-5%
O=C1CN(S(=O)(=O)c2cccc(Br)c2)CCN1	-7%	-1	8%	0%	i	1%	-1%	8%	0%
O=C(NNC(=O)C(c1ccccc1)c1ccccc1)c1ccccn1	-21%	-68*	u	4.1µM*	i	u	u	u	u
Cc1cccc(CCNc2ncnc3onc(-c4ccc(Cl)cc4)c23)c1	-8%	x	x	x	i	x	-27%	1%	x

Following part.
SMILES	HepG2 tox	IL-1B inflam inh	HT1080-NT tox	SW480 rerep	S2 tox	HT1080 IDH1KD tx	KB-3-1 cytotox	ATXN2 expr inh	MCF10A rerep
CC1Cc2ccccc2N1C(=O)C(C)n1cc(C(F)(F)F)cc(Cl)c1=O (stereo not given)	-5%	9	-1%	-5%	i	-5%	-8%	-12%	0%
O=C(NNc1cc(C(F)(F)F)ccc1Cl)c1ccc(=O)[nH]c1	-9%	23	4%	-12%	i	-13%	0%	-2%	-5%
COC(=O)CCC(=O)NC(=S)Nc1cc(Cl)ccc1Cl	-4%	0	u	10%	i	-2%	-6%	-11%	6%
Cc1ccc(NC(=O)N(CCC#N)Cc2ccccc2)cc1	-6%	-8	-15%	-14%	x	10%	-2%	x	7%
COc1ccc(S(=O)(=O)Nc2cccc(-c3ccc(N4CCCCCC4)nn3)c2)cc1OC	-4%&-20%	-8	-6%	-11%	u	-5%	13%&6%	6%&10%	2%
Cc1nn(CCOc2ccccc2Cl)c(C)c1[N+](=O)[O-]	6%	14	-1%	-73%[inhibitor]	i	1%	9%	2%	0%
Cc1ccc(Nc2c([N+](=O)[O-])ccc3nonc23)cc1C	1%	-16	-2%	-30%[inhibitor]	i	1%	-2%	4%	0%
Cc1nc2c(c(=O)c3ccccc3n2C)c(=O)n1-c1ccccc1	-15%	x	-10%	u	i	1%	7%	-2%	-11%
COc1ccc(NC(=O)CSc2nnc(CCC(=O)O)c(=O)n2N)cc1	2%	-9	-4%	-22%	i	3%	-6%	x	0%
O=[N+]([O-])c1ccc(/C=N\N2CCN(Cc3ccccc3Cl)CC2)cc1	4%	u	5%	x	i	1%	-4%	x	x
Cc1ccc(NC(=O)c2ccccc2N2C(=O)C3C4C=CC(C5CC45)C3C2=O)cc1C (stereo not given)	1%	-13	-4%	4%	u	-9%	x	6%	u
O=C(CCNS(=O)(=O)c1ccc2[nH]c(=O)oc2c1)Nc1cccc(Br)c1	25%	30	0%	u	i	17%	-5%	1%	9%
CCCCNC(=O)CS(=O)Cc1nc(-c2cccc(Cl)c2)oc1C (stereo not given)	-8%	-26	2%	2%	i	0%	-11%	0%	12%
O=C(COC(=O)c1c(F)cccc1F)c1ccc[nH]1	-18%	10	17%	-3%	i	7%	10%	15%	-4%
O=C(Nc1nc(-c2ccccc2)cs1)c1ccc2c(=O)n3c(nc2c1)CCCCC3	-23%	-15	u	-7%	u	u	u	14µM*	18µM*
CCCc1nnc(NC(=O)CCN2C(=O)c3ccccc3C2=O)s1	-10%	27	11%	-18%	i	12%	8%	8%	2%
O=C1[C@H]2[C@@H](c3ccc(Cl)cc3)N3C(=O)N(c4cccc(Cl)c4)C(=O)[C@@]3(Cc3ccc(Cl)cc3)[C@H]2C(=O)N1C1CCCCC1	1%	-8	0%	17%	i	4%	-14%	8%	-14%
CC1CC(=O)N(c2ccc(NCc3ccccc3Cl)c([N+](=O)[O-])c2)C1=O (stereo not given)	35%	-13	-5%	-2%	u	-5%	3%	0%	11%
COc1cccc(C2CC(c3cccs3)=NN2C(=O)c2ccco2)c1O (stereo not given)	7%	13	u	-6%	i	-24%	-4%	15%	3%
CCOC(=O)c1cccc(NC(=O)CSc2cc(=O)n(C)c3ccccc23)c1	-37%	x	x	x	i	x	-4%	-11%	x
Cc1ccc(C(O)c2nc3ccccc3n2C)cc1 (stereo not given)	-4%	0	5%	5%	i	2%	-2%	x	2%
CC1CCCC(C)N1C(=O)COC(=O)c1cc(-c2cccs2)nn1-c1ccccc1 (stereo not given)	-15%	-12	1%	-78%[inhibitor]	i	1%	0%	0%	10%
COc1ccc(-c2noc(CSc3nnc(C)n3-c3ccc(F)cc3)n2)cc1	-15%	x	x	x	u	x	-2%	-23%	x
CCOC(=O)C(=O)N(C)c1c(CC)nc2c(OCCC3CCCCC3)cccn12	-21%	-24	-8%	x	i	-21%	-11%	-17%	x
CC(C)(C)c1ccc(C(=O)Nc2ccccc2C(=O)NCCN2CCOCC2)cc1	-34%	u	-8%	4%	i	-14%	u	5%	22%
Cc1nnc(SCc2ccc3c(c2)OCO3)s1	-6%	4	11%	-22%	i	3%	2%	40%[activator]	3%
CN(C)S(=O)(=O)c1ccc(N2CCCC2)c(C(=O)N2CCN(S(=O)(=O)c3ccccc3F)CC2)c1	-10%	-17	-2%	-134%[inhibitor]	i	-5%	-2%	-1%	2%
CN(C)S(=O)(=O)c1ccc(NC(=O)COC(=O)C2COc3ccccc3O2)cc1 (stereo not given)	10%	-5	-3%	u	i	1%	-13%	-18%	-5%
O=C(Nc1nnc([C@H]2C[C@H](O)[C@@H](CO)O2)s1)Nc1ccccc1Oc1ccccc1	-1%	15	0%	x	i	8%	25%	5%	x
C/C(=N\NC(=O)CNC(=O)c1ccccc1F)c1ccco1	-13%	14	11%	-8%	i	14%	15%	25%	-3%
Cc1nn(C)c(C(=O)N/N=C/c2ccc(-c3ccccc3)cc2)c1Cl	-27%	5	-3%	5%	u	-3%	-3%	-18%	u
CN(C)c1ccc(C2C=C(c3ccccc3)Nc3nnnn32)cc1 (stereo not given)	-7%	x	x	x	i	x	0%	56%[activator]	x
Cc1[nH]c2ccccc2c1Cc1nnc(SCC(N)=O)o1	11%	4	5%	-2%	i	18%	-14%	8%	-2%
CC(=O)Nc1cccc(NC(=O)CN2C(=O)CCSc3ccccc32)c1	-3%	x	x	x	i	x	3%	4%	x
COc1ccc(CCNC2=C(Cl)C(=O)N(Cc3ccccc3)C2=O)cc1OC	-21%	-68*	-7%	u	i	-12%	-11%	u	u
CCc1nn(CC(=O)NCC(C)c2ccccc2)c(=O)c2cc3c(OC)cccc3n12 (stereo not given)	-19%	x	x	x	i	x	-2%	-3%	x
COc1ccc(NC(=O)CN2CCN(CC#N)CC2)cc1	-2%	8	19%	-10%	i	13%	13%	-15%	5%
O=C(NCc1nnc(SCC(=O)N2CCOCC2)o1)c1c(F)cccc1F	-21%	2	8%	11%	i	7%	x	4%	1%
Cn1c(=O)c2c(ncn2CC(=O)OCC(=O)NCc2ccc(F)cc2)n(C)c1=O	2%	7	1%	x	i	-4%	4%	x	x
O=C(O)CC(NC(=O)C12CC3CC(CC(C3)C1)C2)c1cc([N+](=O)[O-])ccc1Cl (stereo not given)	-18%	33	-19%	-13%	i	-25%	-2%	-7%	-2%
CC1(C(=O)O)Cc2ccccc2C(=O)O1 (stereo not given)	3%	2	5%	-2%	i	-31%	-1%	15%	-14%
CC(=O)Nc1c2c(nn1-c1cccc(Cl)c1)CS(=O)(=O)C2	3%	16	3%	-1%	i	9%	2%	6%	11%
COC(=O)N/N=C/c1cn(Cc2c(Cl)cccc2Cl)c2ccccc12	-15%	-8	-2%	-41%[inhibitor]	i	-7%	-19%	-9%	-40%[inhibitor]
COc1cc(NC(=O)CN2C(=O)C(c3ccccc3)=NC2(C)C)cc(OC)c1	-4%	9	-3%	12%	i	0%	0%	11%	-5%
O=C(Nc1c(Cl)cccc1Cl)c1cccc2c1C(=O)N(C1CCCCC1)C2	-6%	x	x	x	i	x	4%	-7%	x
O=C(CSc1nc2ccccc2[nH]1)Nc1ccc(F)c(F)c1	-20%	-2	-17%	-4%	i	u	13%	-26%	-3%
Cc1cc(C)c2c(CC(=O)NN(C)C)coc2c1	-1%	-12	-8%	u	i	23%	8%	-5%	u
